High-throughput results deposited in PubChem BioAssay by several laboratories.
tolC growth inh – growth inhibitors of E. coli tolC mutant, primary screen, strain BW25113 ΔtolC::kan, 384-well; OD615; growth inhibition, % at 10 µM (by protocol); 2.2% of 65,000 active;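 active = growth inhibition at or above a cutoff equal to the mean over every tested compound plus 3 SD, cut at about 60% in these data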;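 note: growth measured after 20 h incubation at 37 °C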
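Doses: one dose of 10 µM final / Material: E. coli BW25113 ΔtolC::kan, tolC deletion mutant strain / Buffer or medium: LB with kanamycin 50 µg/mL / Evaluation: percent growth inhibition / Detection: optical density read at 615 nm / Incubation: 37 °C, 20 h exposure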
DUSP1 inh – MKP-1 phosphatase inhibitors, primary screen, biochemical, in vitro. 0.15% of 65,000 active. AID 374, 2006. inhibition, %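 (compounds tested at a single concentration somewhere between 10 and 100 µM)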. recombinant MKP-1, OMFP hydrolysis fluorescence. Dual specificity protein phosphatase 1 (Homo sapiens), P28562;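 active = inhibition above about 50%, limit read from the data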;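 note: 0% = DMSO max control wells and 100% = wells with enzyme stopped by NaOH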
Target sequence (P28562 whole entry, looked up): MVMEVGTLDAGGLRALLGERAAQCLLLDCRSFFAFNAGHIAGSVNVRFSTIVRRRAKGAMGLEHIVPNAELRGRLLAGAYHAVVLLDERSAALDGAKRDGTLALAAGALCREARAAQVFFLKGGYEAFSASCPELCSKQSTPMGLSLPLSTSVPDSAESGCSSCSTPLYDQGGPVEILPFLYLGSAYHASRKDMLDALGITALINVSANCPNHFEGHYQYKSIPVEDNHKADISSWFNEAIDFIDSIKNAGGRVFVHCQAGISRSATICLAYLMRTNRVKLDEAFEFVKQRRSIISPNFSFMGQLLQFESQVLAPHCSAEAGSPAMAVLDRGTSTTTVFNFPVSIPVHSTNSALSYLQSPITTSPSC
Ec RNAP inh – E. coli RNAP inhibitors, biochemical; DNA-directed RNA polymerase subunit beta (Escherichia coli (strain K12)), P0A8V2; E. coli RNA polymerase, fluorescence transcription assay; inhibition, %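 (tested at 10 µM)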; 0.2% of 62,000 active; AID 559, 2006; in the data active = inhibition above about 20%;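 note: 0% = enzyme without compound and 100% = no enzyme blank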
CatB mix inh – cathepsin B inhibitors from pooled compounds, primary screen, biochemical, compound mixtures, AMC fluorescence; 0.06% of 62,000 active; Purified cathepsin B, AMC dipeptide fluorescence; P07858; inhibition, %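 (ten-compound pools at 5 µM per compound and 50 µM total)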; in the data active = inhibition above about 22%, passing the limit was not always enough;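 note: 0% = enzyme without compound and 100% = no enzyme blank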
D1 mod – D1 CRE-luciferase signal change, two-sided – cell-based, HEK293 D1, dopamine EC30, D1 allosteric modulator project, primary screen | AID 641, 2007 | dopamine EC30 potentiation; actives deviate in either direction | B-score at 10 µM | D(1A) dopamine receptor (Homo sapiens), P21728 | 5.9% of 58,000 active;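 active = luminescence count or its row- and column-corrected plate score outside the 99.7% band of the plate's sample wells, on either side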
Target sequence (P21728 whole entry, looked up): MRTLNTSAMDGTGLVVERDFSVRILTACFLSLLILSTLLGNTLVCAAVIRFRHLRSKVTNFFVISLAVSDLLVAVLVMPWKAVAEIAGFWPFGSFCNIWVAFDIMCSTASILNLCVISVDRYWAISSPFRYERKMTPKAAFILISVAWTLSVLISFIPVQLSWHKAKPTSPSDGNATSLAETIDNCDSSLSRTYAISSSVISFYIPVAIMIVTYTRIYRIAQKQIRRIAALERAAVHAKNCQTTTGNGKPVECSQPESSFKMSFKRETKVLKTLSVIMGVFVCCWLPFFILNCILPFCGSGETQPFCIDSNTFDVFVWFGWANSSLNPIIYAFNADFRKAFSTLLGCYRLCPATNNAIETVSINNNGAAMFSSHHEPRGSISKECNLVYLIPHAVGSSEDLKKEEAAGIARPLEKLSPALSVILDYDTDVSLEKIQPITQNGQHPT
CatB block – human cathepsin B inhibitors, primary screen, biochemical, fluorogenic substrate | 0.1% of 63,000 active | inhibition, %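 (tested at 10 µM)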 | purified cathepsin B, fluorescence | P07858 | AID 453, 2006; in the data active = inhibition above about 21%;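 note: 0% = enzyme with no compound and 100% = no enzyme blank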
Hsp90 block – tumor Hsp90 inhibitors, primary screen, cell lysate, fluorescence polarization, NCI-N417 lysate; 0.35% of 64,000 active; Heat shock protein HSP 90-alpha (Homo sapiens), P07900; inhibition, % at 30 µM; Cy3B-geldanamycin FP displacement;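 active = inhibition above 50%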;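 note: 0% = tracer plus lysate wells and 100% = tracer alone without lysate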
AP complement – alternative complement pathway inhibitors, primary screen, biochemical, ELISA, human serum, orthogonally pooled compounds. LPS-coated ELISA, C3 deposition; tested in compound mixtures. inhibition, % at 5 µM. 0.08% of 62,000 active;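 active = inhibition above 30% in each of the two pooled mixtures holding the compound, so the lower value exceeds 30%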;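 note: 0% = serum in Mg-EGTA without compound and 100% = EDTA serum blank; some compounds past the cut are filed as inactive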
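Test system – human serum alternative complement pathway, C3 deposition on LPS-coated wells · Buffer or medium – diluted human serum in Mg2+-EGTA GVB++ · Compound dosing – 5 µM each compound, pools of ten, 50 µM per pool · Schedule – 1 h serum-compound exposure at 37 °C · Measured by – Anti-C3 ELISA, OD 450 nm · Read-out basis – percent inhibition of C3 deposition onto LPS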
Cdc25B block – inhibitors of Cdc25B phosphatase catalytic domain, primary screen, biochemical, OMFP fluorescence; M-phase inducer phosphatase 2 (Homo sapiens), P30305; recombinant Cdc25B, OMFP fluorescence Ex485/Em525; inhibition, %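 (compounds tested at 10 µM final in the well)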; 0.1% of 65,000 active; AID 368, 2006; in the data active = inhibition above about 50%
Active calls of the source: *; nt = no result given.

SMILES | tolC growth inh | DUSP1 inh | Ec RNAP inh | CatB mix inh | D1 mod | CatB block | Hsp90 block | AP complement | Cdc25B block
CCCNS(=O)(=O)c1ccc(OCC(=O)N2CCC(C(=O)OCC)CC2)cc1 | 49 | -15 | 2 | 4 | -0.43 | -1 | -4 | 14 | -5
CCCCOc1ccc(C2CC(=O)N(C)C2=O)cc1 (stereo not drawn) | 12 | -7 | nt | nt | nt | -3 | -4 | nt | 8
Cn1c(=O)[nH]c(=O)c2c1nc(Sc1nc3ccccc3s1)n2Cc1ccccc1 | -2 | 26 | 5 | -2 | 4* | 5 | -1 | 2 | -11
CCOc1ccccc1Nc1nc2ccccc2n2cnnc12 | 5 | 0 | 1 | 6 | nt | -5 | 0 | 12 | -8
COc1ccc(NC(=O)N2CCN(c3cccc(C(F)(F)F)c3)CC2)cc1 | -2 | -8 | 11 | 5 | 0.19 | 3 | -3 | 8 | 3
O=C1CC(N2CCC(c3nc4ccccc4o3)CC2)C(=O)N1Cc1cccs1 (stereo not drawn) | -13 | 0 | 3 | 2 | 0.11 | -3 | -5 | 6 | -3
COc1ccccc1NC(=O)Cn1cnc2sc(C(=O)NCc3ccco3)c(C)c2c1=O | 10 | -6 | 5 | -6 | -0.21 | -1 | -1 | -3 | 4
COc1cc2cc(C(c3nnnn3C3CCCC3)N(C)C3CCCCC3)c(=O)[nH]c2cc1OC (stereo not drawn) | 33 | 29 | -2 | -9 | -1.1 | 1 | 0 | 22 | 11
COc1ccc(Cl)c(N2CCN(CCCNC(=O)Nc3ccc(C)cc3)CC2)c1 | 52 | -7 | 1 | 3 | nt | 1 | -8 | -5 | -3
CCN1C2=C(C(=O)CCC2)C(c2ccc(O)cc2)C2=C1CCCC2=O | -4 | 3 | 2 | -4 | -0.024 | 2 | -13 | 7 | -8
CCCCCNc1c(C(=O)OCC)c(=O)[nH]c2ccccc12 | 25 | -10 | 8 | 2 | 0.57 | -2 | -1 | -8 | 2
CCN(CC)CCCNC(=O)C1CCN(C(=O)c2cc3sccc3n2Cc2ccc(F)cc2)CC1 | 0 | 6 | 3 | 2 | nt | 0 | -4 | 12 | -22
N#Cc1cccc(NC(=O)CSc2ccccc2)c1 | 7 | 4 | 1 | 2 | -0.41 | 1 | -4 | 10 | -8
O=C(Nc1ccc(NC(=O)c2ccco2)nc1)c1ccccn1 | -9 | -1 | 9 | 6 | -4.1* | -3 | nt | 3 | -2
COc1ccc(Nc2nc(N)nc(CSc3n[nH]c(-c4ccccc4)n3)n2)cc1 | 13 | 7 | 15 | 0 | 5* | 5 | -1 | 0 | 0
CC(=O)n1nc(-c2cccnc2)nc1N | -21 | 6 | 8 | 8 | nt | 4 | 0 | 11 | 6
CCN(CC)S(=O)(=O)N1CCC(C(=O)NC2CCCc3ccccc32)CC1 (stereo not drawn) | -4 | 5 | -9 | -10 | 0.00074 | 1 | 2 | -14 | -4
COc1ccc(-n2c(=O)cc(N3CCN(c4ccccc4F)CC3)[nH]c2=O)cc1 | 0 | 6 | 2 | 0 | 0.26 | 2 | -4 | 6 | -14
CCCCOC(=O)C1=C(C)Nc2ncnn2C1c1cccc(OC)c1OC (stereo not drawn) | 16 | -3 | 8 | -7 | 0.035 | 2 | -2 | 7 | 5
COc1ccc(S(=O)(=O)Nc2cc(OC)c(NC(=O)c3ccco3)cc2OC)cc1 | 7 | -23 | 5 | 4 | 1.7 | 1 | 0 | 8 | -4
O=C(Nc1ccc2c(c1)OCCO2)c1c(F)cccc1F | -10 | 10 | 10 | 0 | -1.8 | 5 | 3 | 3 | 0
COC(=O)C1CCN(C(=O)NC2CCCCC2)CC1 | -12 | -5 | 10 | -1 | -0.019 | 2 | 1 | 14 | -9
O=C(CN1C(=O)c2ccccc2S1(=O)=O)N1CCN(c2ccccc2F)CC1 | -3 | 10 | 5 | 5 | -0.88 | -1 | nt | 19 | -12
COC(=O)CSc1nc2c(c(=O)n(C)c(=O)n2C)n1CCCc1ccccc1 | 8 | -16 | 8 | 8 | -0.32 | -3 | 0 | 23 | 1
CCn1c(SCC(=O)N2CCN(c3ccc(F)cc3)CC2)nnc1-c1ccncc1 | -3 | -13 | 7 | 1 | nt | 2 | -6 | -2 | -8
O=C(COc1cc(Cl)ccc1Cl)Nc1nnc(CC(=O)N2CCOCC2)s1 | 0 | 17 | 5 | 2 | 0.0078 | -3 | -4 | 0 | 0
CCOC(=O)C1=C(C)NC(=O)NC1/C(C)=C/c1ccccc1 (stereo not drawn) | 13 | 11 | 10 | 8 | 0.6 | 2 | 0 | 5 | -5
COc1cc(OC)nc(NC(=O)COC(=O)C2CCCCC2)n1 | 7 | 26 | 1 | 2 | nt | 1 | 1 | 13 | -10
O=C1Nc2cccnc2Sc2ccccc21 | -10 | 25 | 3 | 0 | 0.79 | 11 | 0 | 4 | 4
COc1ccc(-c2noc(CCC(=O)Nc3cc(Cl)c(OC)cc3OC)n2)cc1 | 33 | 17 | 10 | 6 | 0.87 | 2 | 3 | 10 | -10
O=C1C2CCCN2C(c2ccccc2)N1c1ccc(Cl)cc1 (stereo not drawn) | -19 | 2 | 7 | -8 | -0.24 | 3 | 0 | 4 | 8
N#CCCSCc1ccc(C(=O)O)o1 | 12 | 9 | 4 | -6 | -1.6 | -3 | -2 | 5 | 0
COc1ccc(Cl)cc1S(=O)(=O)N1CCN(C)CC1 | -6 | -7 | 1 | 0 | nt | 3 | 1 | 8 | -2
Cc1csc(SCC(=O)N2CCCC2)n1 | -16 | 10 | 5 | 6 | 0.058 | 6 | 0 | -5 | -2
NC(=O)CC(O)c1cccc(Cl)c1 (stereo not drawn) | -21 | 21 | 6 | 1 | -0.034 | 4 | 1 | 1 | 5
O=C(NCc1ccccn1)c1cc2ccccn2n1 | -16 | 3 | -2 | 2 | 0.027 | -1 | -3 | 13 | -22
CC(C)c1nc(N2CCCC2)c(C#N)c2c1CCCC2 | 37 | 1 | 2 | -2 | -1.5 | 1 | -2 | 2 | -13
CC1=C(C(=O)OC(C)C)C(c2cccs2)C2=C(CCCC2=O)N1 (stereo not drawn) | -3 | 6 | -1 | 2 | -3.1 | 1 | -4 | -2 | 0
Cc1nc2nc[nH]n2c(=O)c1NC(=O)c1c(-c2ccccc2Cl)noc1C | -27 | -15 | -1 | -4 | -0.5 | -15 | -2 | 9 | -7
COc1ccc(S(=O)(=O)N2CCCN(CC(=O)Nc3cc(NC(C)=O)ccc3OC)CC2)cc1 | 17 | 30 | -1 | 3 | 0.61 | 4 | -3 | 12 | -7
Cc1cc(C)c(NC2=CC(=O)CC(C)(C)C2)c(C#N)c1 | -20 | -4 | 3 | 2 | -0.73 | -1 | 0 | 21 | 5
CCOC(=O)COc1nc(N(C)C)nc(N(C)C)n1 | -6 | -18 | nt | nt | nt | 0 | -2 | nt | -1
COCCCn1nnnc1SCC(=O)Nc1nc(C)c(C)s1 | -22 | -14 | 9 | 3 | 0.33 | 0 | -1 | 0 | -3
O=C(CSc1nnc(C2COc3ccccc3O2)o1)N1CCOCC1 (stereo not drawn) | -13 | -14 | 4 | 0 | -0.77 | 9 | 1 | 20 | -14
Cn1c(SCC(=O)N(C2CCCCC2)C2CCCCC2)nnc1-c1cccs1 | 16 | -6 | 3 | 1 | 0.27 | -4 | -2 | 0 | -7
O=C(CSCc1ccccc1)Nc1ccc2c(c1)OCO2 | 9 | -4 | 6 | 5 | -0.59 | 6 | 6 | 14 | 2
Cc1c(N(C(=O)Nc2ccccc2)C2=NCC(C)S2)c(=O)n(-c2ccccc2)n1C (stereo not drawn) | -1 | 0 | 3 | -11 | 0.022 | -2 | 1 | 19 | -10
COC(=O)c1ccc(C2CC(=O)Nc3cc(OC)c(OC)cc32)cc1 (stereo not drawn) | 1 | -11 | 3 | -2 | 1.5 | -4 | 0 | -3 | -2
COc1ccccc1C1C(C(=O)c2cc3ccccc3o2)=C(O)C(=O)N1CCN(C)C (stereo not drawn) | -2 | -1 | 8 | -2 | nt | -4 | -5 | -4 | 1
O=C(c1ccco1)[C@@H]1[C@@H]2C(=O)N(c3ccc(Br)cc3)C(=O)[C@@H]2C2c3ccccc3C=CN21 (stereo partly drawn) | 15 | 13 | 12 | 6 | -0.017 | 6 | -24 | 23 | 3
Cn1c(=O)n(CCc2ccccc2)c(=O)c2c1nc1n2CCN1Cc1ccco1 | 4 | 18 | -3 | -4 | -1.9 | 2 | 0 | 9 | -10

Among those listed so far, 7 have a furan ring, fused or not.
SMILES | tolC growth inh | DUSP1 inh | Ec RNAP inh | CatB mix inh | D1 mod | CatB block | Hsp90 block | AP complement | Cdc25B block
COc1ccccc1NC(=O)Cn1cnc2sc(C(=O)NCc3ccco3)c(C)c2c1=O | 10 | -6 | 5 | -6 | -0.21 | -1 | -1 | -3 | 4
O=C(Nc1ccc(NC(=O)c2ccco2)nc1)c1ccccn1 | -9 | -1 | 9 | 6 | -4.1* | -3 | nt | 3 | -2
COc1ccc(S(=O)(=O)Nc2cc(OC)c(NC(=O)c3ccco3)cc2OC)cc1 | 7 | -23 | 5 | 4 | 1.7 | 1 | 0 | 8 | -4
N#CCCSCc1ccc(C(=O)O)o1 | 12 | 9 | 4 | -6 | -1.6 | -3 | -2 | 5 | 0
COc1ccccc1C1C(C(=O)c2cc3ccccc3o2)=C(O)C(=O)N1CCN(C)C (stereo not drawn) | -2 | -1 | 8 | -2 | nt | -4 | -5 | -4 | 1
O=C(c1ccco1)[C@@H]1[C@@H]2C(=O)N(c3ccc(Br)cc3)C(=O)[C@@H]2C2c3ccccc3C=CN21 (stereo partly drawn) | 15 | 13 | 12 | 6 | -0.017 | 6 | -24 | 23 | 3
Cn1c(=O)n(CCc2ccccc2)c(=O)c2c1nc1n2CCN1Cc1ccco1 | 4 | 18 | -3 | -4 | -1.9 | 2 | 0 | 9 | -10
